UDG counter – blocks uracil-DNA glycosylase in AID counter-screen; FRET deamination/UDG coupled assay, UDG read, 4 h; Potency, µM (doses to about 115 µM), inactives show top-dose activity change, negative = inhibition, usual class: inhibitors; actives 0.14% (n = 91,000); AID 1347430; also: nearly all actives have a fitted effect of over 65% in size
AID inhibitor – blocks human AID cytidine deaminase activity; AID deamination FRET fluorescence, UDG-coupled, 4 h; AID 1347428; Potency, µM (series often up to 115 µM), for inactives: at the top dose activity change, negative = inhibition, actives largely listed as inhibitors; actives 0.32% (n = 91,000); Q9GZX7; also: nearly all actives have a fitted effect of over 25% in size
Target sequence (Q9GZX7 whole entry, looked up): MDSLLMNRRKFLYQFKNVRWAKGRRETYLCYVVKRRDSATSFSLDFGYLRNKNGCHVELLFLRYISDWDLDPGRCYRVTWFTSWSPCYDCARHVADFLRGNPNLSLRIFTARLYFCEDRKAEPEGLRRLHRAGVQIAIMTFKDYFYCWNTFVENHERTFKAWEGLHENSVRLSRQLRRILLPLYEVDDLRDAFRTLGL
The depositor's hits bear a star; i = inactive; ? = inconclusive; & = joins results of further samples; [ ] = remark or other dose. Calls follow the shape of the dose curve; as a rule, active = well fitted curve in the direction sought with a large enough effect; inconclusive = small, poorly fitted or top-dose-only effect, or another doubt; inactive = no such curve, though single readings can be large; an effect the other way counts as inactive or inconclusive. % is scaled to controls: 0 for no effect and ±100 for the full control effect; potency is read from the fitted curve at half-maximal effect.

1. COc1cccc(CNC(=O)Cn2c(=O)ccc3cc(S(=O)(=O)N4CCC(C)CC4)ccc32)c1
2. Cc1cccc(NC(=O)CSc2nc(C3CCCC3)nc3c2c(=O)n(C)c(=O)n3C)c1C
3. CCOc1ccc(-c2nc(SCC(=O)Nc3cc(F)ccc3F)n3[nH]c(=O)cc3n2)cc1
4. COCCNC(=O)c1c[nH]c2ccc(S(=O)(=O)Nc3ccc(F)cc3F)cc2c1=O
5. Cc1ccc(/C=C/c2onc(C)c2S(=O)(=O)N2CCC(C(=O)N3CCC(N(C)C(C)C)CC3)CC2)cc1
6. O=c1c2cc(Cl)ccc2ncn1Cc1nc(-c2ccccc2)no1
Assay by compound | 1 | 2 | 3 | 4 | 5 | 6
UDG counter | -19% | 16% | 8% | -22%[57.5 µM] | -20% | -16%
AID inhibitor | ? | 21% | ? | 7% | 45µM* | -9%

7. C=CCNC(=S)NC(=O)c1cc(Br)ccc1Cl
8. CCCOc1cc(C)c(S(=O)(=O)Nc2cccnc2)cc1C
9. CCc1ccc(N(CC)C(=O)c2cn(C)c(=O)c3cc(OC)c(OC)cc23)cc1
10. COc1cc(OC)cc(-c2cc3nc(C)c(CCC(=O)NCc4ccc(Cl)cc4)c(C)n3n2)c1
11. CC[n+]1c(/C=C/C=C2/N(C)c3ccccc3C2(C)C)sc2ccccc21
12. CCC12CN3CC(CC)(CN(C1)C3c1cc(Br)ccc1OC)C2=O (configuration not stated)
Assay by compound | 7 | 8 | 9 | 10 | 11 | 12
UDG counter | 7% | 4% | -1% | -3% | i | 3%&-2%
AID inhibitor | 2% | 3% | 32%[activator] | -4% | 340% | -5%&-19%

13. N#Cc1ccc(NS(=O)(=O)c2ccc(-c3cnc(C4CC4)o3)cc2)cc1
14. CCCCNc1nc2c(S(=O)(=O)c3ccc(Br)cc3)nnn2c2ccsc12
15. COc1ccc(OC)c(NC(=O)C2CCN(S(=O)(=O)c3ccc4c(c3)CCCC(=O)N4)CC2)c1
16. Cc1nc(C)c(-c2ccc(SCC(=O)Nc3ccccc3F)nn2)s1
17. COc1cc(/C=N/OC(C)=O)cc(OC)c1OC
18. c1ccc2c(c1)C(=Nn1c3ccccc3c3ccccc31)c1ccccc1-2
Assay by compound | 13 | 14 | 15 | 16 | 17 | 18
UDG counter | 4% | 11% | 1% | 0%[57.5 µM] | -6% | -10%
AID inhibitor | -14% | 4% | 42%[activator] | 17% | 7% | -11%

19. O=C(Cn1cc(C(=O)c2ccco2)c2ccccc21)Nc1ccccc1
20. Cc1ccc(C)c(Oc2nc(-c3ccncc3)nc3ccccc23)c1
21. O=C(NCc1ccncc1)c1nc(-c2ccc(Br)o2)no1
22. O=C(c1cc(Br)c(Br)s1)N(Cc1ccccc1)C1CC1
23. COc1ccc(-n2c(SCC(=O)c3ccc(Cl)cc3)nc3c([nH]c4ccccc43)c2=O)cc1
24. Cc1ccc(NC(=O)CCS(=O)(=O)c2cccc3nonc23)cc1Cl
Assay by compound | 19 | 20 | 21 | 22 | 23 | 24
UDG counter | 4% | -5% | -4% | -4% | 8% | -3%
AID inhibitor | 11% | -18% | 4% | -14% | 11% | -3%

25. CCONC(=O)CC1Sc2ccc(C(F)(F)F)cc2NC1=O (configuration not stated)
26. Cc1ccc(-c2cc(C)c(-c3ccc(C)cc3)nn2)cc1
27. c1ccc(NC2(c3nnnn3C3CCCCC3)CCCCC2)cc1
28. CCN(c1cc(C)cc(C)c1)S(=O)(=O)c1nnc(NC(=O)c2ccco2)s1
29. CC(=O)c1ccc(OC(=O)C2(c3ccccc3)CCC2)cc1
30. Cc1coc2cc3oc(=O)c(CC(=O)NCCc4ccccc4F)c(C)c3cc12
Assay by compound | 25 | 26 | 27 | 28 | 29 | 30
UDG counter | 17% | 12% | -1% | 4%[57.5 µM] | -2% | 1%
AID inhibitor | -2% | 0% | 3% | ? | -3% | 3%

31. c1ccc(OCCCN2CCC(c3nc4ccccc4s3)CC2)cc1
32. COc1cccc(C(=O)Nc2ccccc2C(=O)OCc2cc(=O)n3nc(C4CC4)sc3n2)c1
33. O=C(Cn1c(=O)oc2cc(S(=O)(=O)NCc3ccccc3)ccc21)Nc1ccc(F)c(Cl)c1
34. C=C(Cl)CN1CCC(C(=O)OCC)CC1
35. COc1ccc(Cl)cc1NC(=O)/C(C#N)=C/c1coc2c(Cl)cc(Cl)cc2c1=O
36. COCC(C)NC(=O)C1CCN(Cc2ccc(C)cc2)CC1 (configuration not stated)
Assay by compound | 31 | 32 | 33 | 34 | 35 | 36
UDG counter | -4% | -3% | -24% | -4% | 5% | 18%
AID inhibitor | -5% | 9% | 2% | -4% | -6% | -8%

From compound 18 as far as 33, copied from above:
18. c1ccc2c(c1)C(=Nn1c3ccccc3c3ccccc31)c1ccccc1-2
19. O=C(Cn1cc(C(=O)c2ccco2)c2ccccc21)Nc1ccccc1
20. Cc1ccc(C)c(Oc2nc(-c3ccncc3)nc3ccccc23)c1
21. O=C(NCc1ccncc1)c1nc(-c2ccc(Br)o2)no1
22. O=C(c1cc(Br)c(Br)s1)N(Cc1ccccc1)C1CC1
23. COc1ccc(-n2c(SCC(=O)c3ccc(Cl)cc3)nc3c([nH]c4ccccc43)c2=O)cc1
24. Cc1ccc(NC(=O)CCS(=O)(=O)c2cccc3nonc23)cc1Cl
25. CCONC(=O)CC1Sc2ccc(C(F)(F)F)cc2NC1=O (configuration not stated)
Assay by compound | 18 | 19 | 20 | 21 | 22 | 23 | 24 | 25
UDG counter | -10% | 4% | -5% | -4% | -4% | 8% | -3% | 17%
AID inhibitor | -11% | 11% | -18% | 4% | -14% | 11% | -3% | -2%

26. Cc1ccc(-c2cc(C)c(-c3ccc(C)cc3)nn2)cc1
27. c1ccc(NC2(c3nnnn3C3CCCCC3)CCCCC2)cc1
28. CCN(c1cc(C)cc(C)c1)S(=O)(=O)c1nnc(NC(=O)c2ccco2)s1
29. CC(=O)c1ccc(OC(=O)C2(c3ccccc3)CCC2)cc1
30. Cc1coc2cc3oc(=O)c(CC(=O)NCCc4ccccc4F)c(C)c3cc12
31. c1ccc(OCCCN2CCC(c3nc4ccccc4s3)CC2)cc1
32. COc1cccc(C(=O)Nc2ccccc2C(=O)OCc2cc(=O)n3nc(C4CC4)sc3n2)c1
33. O=C(Cn1c(=O)oc2cc(S(=O)(=O)NCc3ccccc3)ccc21)Nc1ccc(F)c(Cl)c1
Assay by compound | 26 | 27 | 28 | 29 | 30 | 31 | 32 | 33
UDG counter | 12% | -1% | 4%[57.5 µM] | -2% | 1% | -4% | -3% | -24%
AID inhibitor | 0% | 3% | ? | -3% | 3% | -5% | 9% | 2%

Next records:
37. O=C(Oc1ccc(Br)c2ccccc12)C(c1ccccc1)c1ccccc1
38. CC(C)(C)CC(C)(C)NCc1ccco1
39. Cc1ccc(C(=O)CC(=O)c2ccc(C)cc2C)c(C)c1
40. COC(=O)NNC(=S)NC(=O)c1ccccc1
41. COCCn1cnc2c1c(=O)n(CC(=O)OCCOc1ccccc1)c(=O)n2Cc1ccccc1
42. O=C(O)c1ccc2oc(C(=O)c3ccccc3)cc2c1
Assay by compound | 37 | 38 | 39 | 40 | 41 | 42
UDG counter | -5% | 2% | 1% | -10% | 1% | -11%
AID inhibitor | 8% | -7% | 2% | -11% | 3% | -8%

43. Fc1ccc(OCc2nnc(-c3ccc(F)cc3)o2)cc1
44. Cc1ccc(CC(=O)NCC23CC4CC(CC(C4)C2)C3)cc1
45. CCC1CN(C(=O)N2CCC(C(=O)N(C)Cc3ccccc3)CC2)c2ccccc2O1 (configuration not stated)
46. Cc1ccc(C(=O)Oc2cc(-c3ccc4c(c3)OCO4)cc(=O)c3c(C)oc(C)c23)cc1
47. COc1cc2ccccc2cc1C(=O)N1CCN(c2nc3c(C)cc(C)cc3s2)CC1
48. COc1ccc(S(=O)(=O)c2c(Nc3cccc(Cl)c3)sc(C(=O)c3ccccc3)c2N)cc1
Assay by compound | 43 | 44 | 45 | 46 | 47 | 48
UDG counter | 6% | 1% | 4%[57.5 µM] | -2% | ? | ?
AID inhibitor | 1% | -3% | -5% | 13% | -18% | -20%

49. CC(C)NC(=O)C1CCCN(c2ncnc3onc(-c4ccc(F)cc4)c23)C1 (configuration not stated)
50. COc1ccc(CNCCSc2nnnn2-c2ccccc2)cc1
51. CCc1ccc(CNC(=O)c2cnc3sc(N4CCOCC4)nn3c2=O)cc1
52. Cc1ccc(CN(C(=O)COc2ccc(Br)cc2)c2ccccn2)o1
53. C[N+](C)(C)CC=O
54. COC(=O)CC1c2cc(OC)c(OC)cc2CCN1Cc1nc(C2CC2)no1 (configuration not stated)
Assay by compound | 49 | 50 | 51 | 52 | 53 | 54
UDG counter | -7% | -2% | -4% | -13% | 3% | 4%
AID inhibitor | -3% | 1% | 0% | -21% | 2% | 12%

55. CCOc1ccc(CN(C)C(=O)c2cc(S(=O)(=O)Nc3ccc(C)cc3)ccc2C)cc1
56. CCN1CCCC1CNCCc1ccccc1 (configuration not stated)
57. COc1ccc(-c2c(C)c3ccc(O)c(CN4CCCC4)c3oc2=O)cc1OC
58. COC(=O)c1ccoc1COC(=O)CCc1ccc(OC)c(OC)c1
59. Cc1ccc(C(=O)O)cc1C
60. O=C(O)c1cc(Cl)c(C(=O)O)cc1Cl
Assay by compound | 55 | 56 | 57 | 58 | 59 | 60
UDG counter | -1% | 0% | -7% | 1% | -12% | -11%
AID inhibitor | 5% | 11% | -5% | -2% | 1% | 1%

61. COc1cc(-c2noc(CSc3nc(-c4ccc(F)cc4)cc(=O)[nH]3)n2)cc(OC)c1OC
62. CC(=O)N1CCN(c2ccc(NC(=O)COc3ccc(C)cc3)cc2Cl)CC1
63. CCc1cccc(CC)c1NC(=O)c1cc2ccccc2oc1=O
64. O=C(CCc1cccs1)NCC1CC1
65. CCCc1c(C)c2ccc(OCC(=O)OCC)cc2oc1=O
66. CN(C)CCN(Cc1ccccc1)C(=O)Nc1ccc(C(=O)NCC(F)(F)F)cc1
Assay by compound | 61 | 62 | 63 | 64 | 65 | 66
UDG counter | 21% | -11% | -3% | -10% | 3% | 1%
AID inhibitor | -9% | -6% | 10% | -7% | 2% | 1%

Screening data: PubChem, National Center for Advancing Translational Sciences (NCATS)

The list is partial (hit frequency here may not be typical).
